PLAP inhibition: PLAP enzyme inhibitors, biochemical, luminescence, HTS (AID 690); purified PLAP, luminescent substrate; higher % means a stronger effect; inhibition, % at 20 µM, or IC50 in µM where a hit was titrated; 96,000 compounds, 0.08% hits; in the data active = a potency from the dose series; inactive = the rest, 99 in 100 with inhibition below about 30%; also: strong numbers were not always called active
IL1B NFkB inh: blocks IL-1B driven NFkB nuclear translocation in HUVEC cells | HUVEC IL-1B NFkB p65 nuclear translocation imaging | 94,000 compounds, 0.43% hits | inhibition, % at 2 µM;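 active = inhibition above about 30% together with a positive call from visual inspection of the well image, limit read from the data; inconclusive = inhibition above a set limit but visual check negative; inactive = inhibition not above a set limit, visual check negative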;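 also: nuclear over cytoplasmic p65 intensity ratio measured by imaging; 0% = IL-1B stimulated DMSO wells and 100% = unstimulated DMSO wells; values of inactives mirror those of a sister screen read the other way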
Bcl-B TR3 displacers: displacers of TR3 peptide from Bcl-B, primary screen, selectivity assay for Bfl-1 inhibitor project, biochemical, fluorescence polarization | FP displacement of FITC-TR3 peptide from Bcl-B; higher % means a stronger effect | 96,000 compounds, 0.11% hits | AID 748 | displacement, % at 20 µM, or IC50 in µM where a hit was titrated;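 active = displacement above 50% at 20 µM plus a fluorescence interference ratio under 1.5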;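 also: plate controls were wells without compound for no effect and wells lacking Bcl-B protein for full effect; a part of the inactive calls stands beside numbers as strong as those of hits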
MRP resist rev: MRP-mediated drug resistance reversal. differential viability (reversal), % at 10 µM. H69AR cells + 2 uM doxorubicin, CellTiter-Glo, 72 h. 85,000 compounds, 0.04% hits;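 active = viability drop by adding the cancer drug above about 55%, with treated viability meeting a 40% cutoff, limit read from the data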;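 also: viability without doxorubicin minus viability with 2 µM doxorubicin for each compound; larger differential means the compound sensitizes cells more to doxorubicin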
IL1B NFkB pot: enhances IL-1B driven NFkB nuclear translocation; HUVEC IL-1B NFkB p65 nuclear translocation imaging; activation, % at 2 µM; 94,000 compounds, 0.3% hits; AID 819;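 active = activation above 40%, about the mean plus 3 SD, also judged a hit on visual image review; inconclusive = activation above 40% but not a hit on visual review; inactive = activation not above 40% and no visual hit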;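 also: percent activation is computed from the nuclear over cytoplasmic p65 intensity ratio; values of inactives mirror those of a sister screen read the other way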
MRP resist rev cytotoxicity: further read-out of MRP resist rev, marked with its call; viability, %; H69AR cells, CellTiter-Glo, 72 h; measured here: cytotoxicity without doxorubicin
MRP resist rev with doxorubicin: second read-out of MRP resist rev, no call of its own (marks repeat the call); viability, %; measured here: viability with 2 uM doxorubicin; stronger effect = lower value
IL1B NFkB inh cell count 2 µM: further read-out of IL1B NFkB inh, marked with its call; cell count; measured here: cells passing quality filter;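 raw number of nuclei counted in each imaged well without normalization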
IL1B NFkB pot cell count 2 µM: recorded beside IL1B NFkB pot, whose call it bears; cell count; measured here: cells passing quality filter
Numbers without * were called inactive; ? = inconclusive; . = no result given. These rows are one share of the data (hit frequency here may not be typical).

SMILES | PLAP inhibition | IL1B NFkB inh | IL1B NFkB inh cell count 2 µM | Bcl-B TR3 displacers | MRP resist rev | MRP resist rev cytotoxicity | MRP resist rev with doxorubicin | IL1B NFkB pot | IL1B NFkB pot cell count 2 µM
C=CCn1c(=O)/c(=C\c2ccsc2)s/c1=C(/C#N)C(=O)NCCN1CCOCC1 | -47.6% | -26.9 | 158 | 0.0% | 8.1 | 78.0 | 69.9 | 26.9 | 158
N#Cc1c(NC(=O)CCN2C(=O)c3ccccc3C2=O)oc(-c2ccccc2)c1-c1ccccc1 | -5.2% | 6.7 | 116 | -5.3% | . | . | . | -6.7 | 116
C[N+]1(CCN2C(=O)C3CC=C(Cl)CC3C2=O)CCOCC1 (stereo not given) | 3.6% | -2.3 | 148 | -5.6% | . | . | . | 2.3 | 148
CCS(=O)(=O)NCc1csc(C)n1 | -0.9% | . | . | -0.9% | 6.8 | 96.6 | 89.8 | . | .
CCOCCn1c(C(C)C)nc2ccccc21 | 14.1% | -1.0 | 178 | -6.6% | -2.0 | 102.1 | 104.2 | 1.0 | 178
COc1ccc(C2N(c3ccc(Cl)cc3)C(=O)C3CCCN32)cc1 (stereo not given) | -55.5% | -12.4 | 188 | -2.9% | -0.1 | 82.2 | 82.3 | 12.4 | 188
CCn1c2ccccc2c2cc(NC(=O)CSc3nnnn3-c3ccccc3)ccc21 | 12.1% | . | . | -6.3% | -10.9 | 20.2 | 31.1 | . | .
CCC(C)NC(=O)CC1Oc2ccc(C)cc2NC1=O (stereo not given) | -16.4% | . | . | -0.9% | -7.5 | 97.9 | 105.3 | . | .
O=C(COc1ccc2oc(-c3ccccc3)cc(=O)c2c1)NCc1ccco1 | 4.5% | -20.7 | 179 | 9.3% | 10.9 | 88.9 | 77.9 | 20.7 | 179
Cn1c(=O)[nH]c(=O)c2c1nc(N1CCCCCC1)n2CCN1CCCCCC1 | . | -17.7 | 151 | . | 2.0 | 75.7 | 73.7 | 17.7 | 151
C=CCn1c(C(C)NC(=O)C(C)(C)C)nc2ccccc21 (stereo not given) | . | -3.8 | 76 | . | 17.1 | 97.2 | 80.0 | 3.8 | 76
CCc1ccc2oc(=O)cc(CN3CCN(c4ccc(F)cc4)CC3)c2c1 | -11.1% | -9.5 | 93 | -17.1% | -1.6 | 36.9 | 38.4 | 9.5 | 93
Cc1c(C(=O)Oc2cccc3ccccc23)cnn1-c1ccccc1 | -19.4% | 5.4 | 132 | -5.1% | . | . | . | -5.4 | 132
Cc1c(NC(=O)OCCNC(=O)COc2c(Cl)cccc2Cl)sc(=S)n1C | 0.5% | 7.8 | 133 | -6.6% | . | . | . | -7.8 | 133
CCOC(=O)c1nnn(-c2nonc2N)c1COc1c(C=O)cccc1OC | -11.2% | -5.7 | 146 | -5.4% | -20.3 | 62.8 | 83.1 | 5.7 | 146
COc1ccccc1NC(=O)CSc1nnc(C)n1CCc1ccccc1 | -6.8% | -1.5 | 210 | 4.6% | 8.6 | 95.5 | 87.0 | 1.5 | 210
Cc1c(Cl)c([N+](=O)[O-])nn1CCCC(=O)N1CCN(c2ccccc2)CC1 | -24.2% | 2.5 | 116 | 0.2% | . | . | . | -2.5 | 116
CCc1ccc(CN2C(=O)CCC2(C)C(=O)NC2CCCC2)cc1 (stereo not given) | -5.6% | 3.9 | 213 | 1.2% | -19.4 | 61.3 | 80.8 | -3.9 | 213
O=C(N/N=C\c1ccc(Cl)s1)c1cccs1 | 9.8% | -17.4 | 132 | 4.6% | . | . | . | 17.4 | 132
CCOC(=O)CN1C(=O)C2Cc3ccccc3CN2C1=S (stereo not given) | -3.1% | -8.4 | 143 | -9.0% | . | . | . | 8.4 | 143
Cn1ncc2cc(NC(=S)NC(=O)c3ccccc3)ccc21 | 14.4% | -0.9 | 134 | -1.6% | . | . | . | 0.9 | 134
COc1ccc(OC(=O)c2ccncc2)cc1 | 13.6% | -0.9 | 76 | -2.6% | -16.8 | 68.5 | 85.3 | 0.9 | 76
COC(=O)c1ccc(C2C(C(=O)OCC(C)C)=C(C)N=C3SCCC(=O)N32)cc1 (stereo not given) | -26.2% | -3.0 | 110 | -0.5% | -7.0 | 89.8 | 96.8 | 3.0 | 110
Cc1oc(C(C)(C)C)cc1C(=O)Nc1ccc(C(=O)O)cc1 | -6.7% | -36.2 | 118 | 5.5% | 0.4 | 83.7 | 83.3 | 36.2 | 118
Cc1cc(C)nc(N2CCC(C(=O)NCc3ccccc3)CC2)n1 | . | -37.4 | 117 | . | 2.2 | 92.1 | 89.9 | 37.4 | 117
CCC(C)(C)n1nnnc1CN(Cc1cc2cc(OC)c(OC)cc2[nH]c1=O)C1CCCC1 | -7.4% | 6.3 | 133 | 0.7% | 1.0 | 65.8 | 64.7 | -6.3 | 133
Cc1ccc(CCNC(=O)NC(C)(C)C)cc1 | 27.8% | 1.4 | 152 | -6.2% | 3.4 | 79.9 | 76.5 | -1.4 | 152
CCOc1ccc2[nH]c(=O)c(CN(Cc3ccccc3OC)C(=O)c3ccccc3)cc2c1 | 17.0% | -3.9 | 148 | 1.1% | -41.2 | 27.0 | 68.2 | 3.9 | 148
Cc1cc2ccccn2c1C(=O)c1nc(N2CCOCC2)ncc1Cl | -11.6% | 3.4 | 165 | -4.0% | -17.1 | 66.4 | 83.5 | -3.4 | 165
CC(=O)NC1=NC(=O)CS1 | 0.3% | ? | . | -2.4% | . | . | . | -45.8 | 172
CCCn1c(=O)c2ccccc2n2c(Sc3nnnn3-c3ccccc3)nnc12 | 11.0% | . | . | 9.6% | 20.4 | 33.2 | 12.8 | . | .
O=C1c2oc3ccccc3c(=O)c2C(c2cccnc2)N1CCCN1CCOCC1 (stereo not given) | -21.1% | -6.8 | 107 | 3.4% | 3.4 | 94.7 | 91.3 | 6.8 | 107
N#Cc1ccc(-c2ccc(F)cc2)nc1SCC(=O)Nc1sc2c(c1C#N)CCC2 | 4.9% | 10.4 | 212 | -37.4% | . | . | . | -10.4 | 212
COCc1cc(C)nc(N2CCc3ccccc32)c1C#N | 2.1% | -6.7 | 169 | -8.1% | -40.7 | 31.5 | 72.2 | 6.7 | 169
CC1(C)Cc2ccccc2-c2nnc(-c3ccc4ccccc4n3)n21 | . | -6.8 | 121 | . | -2.4 | 84.0 | 86.4 | 6.8 | 121
O=C(Nc1cccc(-c2nnc(-c3ccccc3)o2)c1)c1ccco1 | 9.5% | . | . | -4.9% | -18.8 | 15.4 | 34.2 | . | .
Cc1ccc2cc(C#N)c(NCCNC(=O)C3CC3)nc2c1C | 3.8% | 12.7 | 145 | -1.8% | 8.3 | 92.5 | 84.2 | -12.7 | 145
CCOC(=O)C1CCN(C(=S)Nc2cccc(C)c2)CC1 | -5.8% | -3.6 | 198 | 4.4% | . | . | . | 3.6 | 198
O=C(CN(Cc1cccs1)C(=O)CSc1nnc(COc2ccccc2)o1)NC1CCCC1 | 4.9% | 8.1 | 97 | -8.7% | -23.9 | 75.0 | 98.9 | -8.1 | 97
COc1ccccc1NC(=O)C(C/C=C(\C)Cl)C(C)=O (stereo not given) | 3.5% | -0.8 | 103 | -5.2% | . | . | . | 0.8 | 103
COc1ccc2c(c1)c1ncn(CCN3CCCC3)c(=O)c1n2C | -25.2% | 2.2 | 80 | 4.2% | 13.3 | 87.7 | 74.4 | -2.2 | 80
CN1C(=O)c2cccc(NC(=O)C3CCCCC3)c2C1=O | 1.7% | 13.6 | 56 | -2.6% | 3.2 | 87.7 | 84.5 | -13.6 | 56
CN1CCN(C(=O)CN(Cc2ccccc2)S(C)(=O)=O)CC1 | 4.7% | 12.8 | 151 | 10.6% | 2.7 | 87.9 | 85.2 | -12.8 | 151
Cc1nc2ccc(NC(=O)c3ccc(Cl)c(NC(=O)c4cccs4)c3)cc2s1 | 5.0% | 5.1 | 170 | -41.9% | -11.4 | 53.8 | 65.2 | -5.1 | 170
Cn1nnnc1SCC(=O)Nc1ccccc1N1CCOCC1 | -2.1% | -3.4 | 135 | 4.6% | 45.2 | 91.0 | 45.8 | 3.4 | 135

Arranged by SMILES length (lowest first): some entries from above.
SMILES | PLAP inhibition | IL1B NFkB inh | IL1B NFkB inh cell count 2 µM | Bcl-B TR3 displacers | MRP resist rev | MRP resist rev cytotoxicity | MRP resist rev with doxorubicin | IL1B NFkB pot | IL1B NFkB pot cell count 2 µM
COCc1cc(C)nc(N2CCc3ccccc32)c1C#N | 2.1% | -6.7 | 169 | -8.1% | -40.7 | 31.5 | 72.2 | 6.7 | 169
CC1(C)Cc2ccccc2-c2nnc(-c3ccc4ccccc4n3)n21 | . | -6.8 | 121 | . | -2.4 | 84.0 | 86.4 | 6.8 | 121
CCCn1c(=O)c2ccccc2n2c(Sc3nnnn3-c3ccccc3)nnc12 | 11.0% | . | . | 9.6% | 20.4 | 33.2 | 12.8 | . | .
N#Cc1ccc(-c2ccc(F)cc2)nc1SCC(=O)Nc1sc2c(c1C#N)CCC2 | 4.9% | 10.4 | 212 | -37.4% | . | . | . | -10.4 | 212

The listing continues.
SMILES | PLAP inhibition | IL1B NFkB inh | IL1B NFkB inh cell count 2 µM | Bcl-B TR3 displacers | MRP resist rev | MRP resist rev cytotoxicity | MRP resist rev with doxorubicin | IL1B NFkB pot | IL1B NFkB pot cell count 2 µM
O=c1cc(C23CC4CC(CC(C4)C2)C3)[nH][nH]1 | -17.2% | . | . | -6.1% | 2.1 | 94.8 | 92.7 | . | .
Cn1c2c(c(=O)n(C)c1=O)C(NS(=O)(=O)c1ccccc1)(C(F)(F)F)C(=O)N2 (stereo not given) | -14.7% | -20.5 | 199 | -8.3% | -4.4 | 90.8 | 95.2 | 20.5 | 199
Cc1ccc(NS(=O)(=O)c2ccc(NC(=O)C3CCCO3)cc2)cc1 (stereo not given) | -17.3% | -23.5 | 117 | -8.1% | -5.4 | 93.7 | 99.2 | 23.5 | 117
Cc1ccc(N2CC(C(=O)NCc3ccc4c(c3)OCO4)CC2=O)cc1C (stereo not given) | -33.0% | -4.9 | 133 | -6.8% | 8.6 | 89.8 | 81.1 | 4.9 | 133
CCC(=O)c1ccc(OCC(O)CN2C(=O)NC(C)(C)C2=O)cc1 (stereo not given) | -8.6% | 13.2 | 155 | 1.6% | 4.0 | 99.6 | 95.6 | -13.2 | 155
COc1cccc2cc(C(=O)NCc3ccccn3)c(=O)oc12 | . | 0.8 | 170 | . | -1.4 | 95.6 | 97.0 | -0.8 | 170
O=C(Nc1ccc(S(=O)(=O)N2CCc3ccccc3C2)cc1)c1ccccc1 | 18.1% | 4.4 | 111 | -12.8% | 11.0 | 69.0 | 58.0 | -4.4 | 111
COC(=O)c1c(NC(=O)C2CCCO2)sc2c1CCC2 (stereo not given) | -51.9% | 5.7 | 198 | -1.2% | 0.8 | 89.9 | 89.1 | -5.7 | 198
CC(C)(C)NS(=O)(=O)c1ccc(NS(C)(=O)=O)cc1 | 10.0% | -41.8 | 58 | -1.4% | 19.1 | 103.8 | 84.8 | ? | .
CCc1c(C(=O)NNC(=S)NCC(C)C)csc1C | -19.7% | 6.3 | 180 | -3.0% | . | . | . | -6.3 | 180
CCc1ccccc1NC(=O)C(Cc1cccc(OC)c1OC)c1nn[nH]n1 (stereo not given) | -41.4% | 11.7 | 156 | 4.0% | 1.1 | 95.2 | 94.0 | -11.7 | 156
Cc1cc(C)nc(NS(=O)(=O)c2ccc(NC(=O)COc3ccccc3)cc2)n1 | -20.1% | -28.8 | 144 | -4.5% | 10.8 | 102.2 | 91.4 | 28.8 | 144
C=CCn1c(SCC(=O)c2cc(C)n(Cc3cccs3)c2C)nnc1-c1ccncc1 | -46.6% | . | . | -5.1% | 4.3 | 81.5 | 77.2 | . | .
CCCCOc1ncnc2c1[nH]c1ccc(OCC)cc12 | -1.6% | -8.1 | 172 | -8.5% | -10.7 | 82.5 | 93.2 | 8.1 | 172
COc1cc(Nc2nc(SCC#N)nc3ccccc23)cc(OC)c1OC | -46.1% | -1.4 | 118 | 13.6% | -19.8 | 80.6 | 100.4 | 1.4 | 118
CCCCSC(=S)N(C)C1CCS(=O)(=O)C1 (stereo not given) | 11.8% | -2.4 | 112 | 0.2% | . | . | . | 2.4 | 112
